# Dynein cargo inh: inhibitors of GR-EGFP nuclear translocation, primary screen, dynein cargo transport inhibitor project, imaging, high-content, 3617.4 mouse cells | test concentration mostly 20 µM; stimulated with dexamethasone, 1 µM; hits give low values | z-score, hits read low | 220,000 compounds, 0.47% hits;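 active means plate z-score of nuclear minus cytoplasmic receptor signal below a set negative limit, without overly bright fluorescence or cell loss, cut at about -3.5 in these data, passing the limit was not always enough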;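 further: z-score of nuclear minus cytoplasmic ring GR-EGFP intensity difference per well; some compounds called inactive have numbers as strong as hits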
#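 Buffer or medium: tet-free, stripped-serum medium; reagent: dexamethasone at 1.0 µM final, 30 min; incubation: 48 h induction, 1 h compound, 30 min dex at 37 °C; measured by: formaldehyde fixation, Hoechst nuclear stain, 10x automated fluorescence imaging; read-out: nuclear-to-cytoplasmic GR-EGFP distribution per well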
# XIAP antagonists: XIAP antagonists, biochemical, IAP family, fluorescence polarization (AID 1018); E3 ubiquitin-protein ligase XIAP (Homo sapiens); XIAP BIR domain, fluorescence polarization peptide displacement; higher % means a stronger effect; displacement, % at 20 µM; hits with a dose series show IC50 in µM; 200,000 compounds, 0.007% hits; in the data active means displacement above about 50%; further: a part of the inactive calls stands beside numbers as strong as those of hits
# Autophagy HCS: autophagy modulators in MEF cells, primary screen, imaging, high-content, MEF GFP-LC3; MEF GFP-LC3 puncta imaging; test concentration mostly 10 µM; calls only at 10 µM (by protocol); 190,000 compounds, 0.98% hits; AID 463193, 2010;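 active means percentage of spot-positive cells more than 3 SD above its plate mean, without a fluorescence outlier flag or 80% toxicity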;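 further: spot-positive cell cutoff set from DMSO-treated cells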
# bCat nuc transl: modulators of beta-catenin nuclear translocation, primary screen, imaging, HeLa cells, immunofluorescence, high-content | nuclear translocation activity, % at 5 µM | 190,000 compounds, 0.3% hits | AID 1665, 2009;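 active means nuclear translocation activity above 50% at 5 µM, with a well cell count of 50 or more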;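 further: per-cell ratio of nuclear to cytoplasmic median beta-catenin stain intensity; plate controls were DMSO negative control for no effect and GSK-3 inhibitor IX positive control for full effect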
#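 assay system = human HeLa cells, endogenous beta-catenin | times = compound treatment 24 h, 37°C, 5% CO2 | detection = Anti-beta-catenin immunofluorescence on PFA-fixed, Triton-permeabilized cells, DAPI nuclei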
# WT yeast gro inh: growth inhibition of WT strain, primary screen, mitochondrial fusion inhibitor project, WT and mutant strains, chemical genetic; mitochondrial fusion phenotypic screen; inhibition, % at 10 µM; 190,000 compounds, 2.1% hits; in the data active means inhibition above about 58%; tested in S. cerevisiae
# Ins promoter up: insulin promoter activators in MIN6 cells, imaging, high-content screening, mouse beta cells. z-score at 5 µM. AID 1625, 2009. 190,000 compounds, 0.3% hits. MIN6 insulin promoter-GFP reporter; hits give high values;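 active means z-score above 3 at 5 µM with at least 500 cells counted in the well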
# ER stress rescue: rescue of cells from ER stress-induced death, primary screen, 384-well, CSM14.1, thapsigargin, ATP luminescence (AID 1222); CSM14.1 thapsigargin-induced death rescue, ATP luminescence; higher % means a stronger effect; cellular ATP content (survival), % at 20 µM; hits with a dose series show EC50 in µM; 190,000 tested, under 10 active;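 active means EC50 below 50 µM in the dose-response confirmation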;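 further: death triggered by thapsigargin at about 15 µM added after 2 h compound pretreatment; cell ATP read after overnight thapsigargin exposure of roughly 18 to 22 hours; normalized against plate controls of thapsigargin alone and 5% DMSO vehicle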
# Hep lipid drop: inhibitors of hepatocyte lipid droplet formation, primary screen, imaging, high-throughput imaging, BODIPY stain; AML12 mouse hepatocytes, oleate lipid droplets; AID 1656, 2009; inhibition, % at 6.5 µM; 240,000 compounds, 0.4% hits;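 active means lipid droplet intensity inhibited by at least 50%, with more than 500 cells counted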
#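 System: AML12 hepatocytes (mouse). Probe or stimulus: oleic acid at 100 µM to induce lipid droplet formation. Times: overnight treatment with compound plus oleate. Detection: Image-based BODIPY and DAPI two-channel analysis. Evaluation: percent inhibition of filter-corrected integrated lipid droplet intensity per well.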
# MT stabilize HCS: microtubule stabilizers in HeLa cells, primary screen, imaging, high-content imaging; % tubulin-high responders, % at 10 µM; 200,000 compounds, 0.83% hits; HeLa tubulin immunostaining HCS, 24 h; share of cells brighter than vehicle mean+2SD;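 active means plate Z-score above 3 for both tubulin-high and condensed-nucleus cell shares, with cell loss under 80%, at 10 µM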;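 further: anti alpha tubulin signal scored within the nucleus-defined area of each cell; some results filed as inactive read as strong as hits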
# WT yeast gro inh mutant strain: second read-out of WT yeast gro inh, no call of its own (marks repeat the call); inhibition, %; mitochondrial fusion phenotypic screen, mutant strain inhibition
# Dynein cargo inh cytoplasmic EGFP: second read-out of Dynein cargo inh, no call of its own (marks repeat the call); z-score; measured here: cytoplasmic GR-EGFP intensity; hits give high values
# Dynein cargo inh nuclear GR-EGFP: further read-out of Dynein cargo inh, marked with its call; z-score; measured here: nuclear GR-EGFP intensity;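 lower value marks the stronger effect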
# Dynein cargo inh cell count: further read-out of Dynein cargo inh, marked with its call; z-score; measured here: cell count per field
# Ins promoter up cell count: further read-out of Ins promoter up, marked with its call; cell count; measured here: cytotoxicity, nuclei count;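 total cells summed across four imaged fields per well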
# Hep lipid drop cells 6.5 µM: recorded beside Hep lipid drop, whose call it bears; cell count; measured here: cell count, cytotoxicity flag;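 cells counted across two imaged fields per well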
# bCat nuc transl cell count 5 µM: also measured in bCat nuc transl; calls as there; cell count; measured here: cell count, cytotoxicity flag
# MT stabilize HCS Hoechst-high %: also measured in MT stabilize HCS; calls as there; % Hoechst-high responders; measured here: nuclear condensation Hoechst responders;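 share of cells brighter than vehicle mean plus two SD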
# MT stabilize HCS cytotoxicity %: recorded beside MT stabilize HCS, whose call it bears; toxicity, %; measured here: cytotoxicity by cell density;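 0% = mean cell density of plate MIN control wells and 100% = no cells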
# Autophagy HCS cell loss 18 h: also measured in Autophagy HCS; calls as there; toxicity, %; measured here: cell loss, nuclei count;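 cell loss after 18 h compound exposure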
# * marks the source's active call; other numbers are inactive results; i = inactive; nt = no result given. Not all compounds are listed. The share of hits here may be higher or lower than overall.
# Assay codes: A = Dynein cargo inh; B = Dynein cargo inh cytoplasmic EGFP; C = Dynein cargo inh nuclear GR-EGFP; D = Dynein cargo inh cell count; E = XIAP antagonists; F = Autophagy HCS; G = Autophagy HCS cell loss 18 h; H = bCat nuc transl; I = bCat nuc transl cell count 5 µM; J = WT yeast gro inh; K = WT yeast gro inh mutant strain; L = Ins promoter up; M = Ins promoter up cell count; N = ER stress rescue; O = Hep lipid drop; P = Hep lipid drop cells 6.5 µM; Q = MT stabilize HCS; R = MT stabilize HCS Hoechst-high %; S = MT stabilize HCS cytotoxicity %
O=[N+]([O-])c1ccc(C2[C@H]3C(c4ccccc4)=NC4(CCCC4)N23)cc1 (stereo partly specified)
  A: 0.15	B: -0.2	C: 0.18	D: -0.23	E: -5.5%	F: i	G: -7	H: -0.5	I: 1154	J: 4	K: 3	L: -0.28	M: 1429	N: -2.7%	O: 4	P: 667	Q: 5.4	R: 1.4	S: 13

CCCCCOc1ccc(C)cc1CN(CCCl)CCCl
  A: -1.6	B: 0.15	C: -0.7	D: -0.47	E: nt	F: nt	G: nt	H: -2.8	I: 1126	J: nt	K: nt	L: 0.01	M: 1212	N: nt	O: 2	P: 710	Q: nt	R: nt	S: nt

Brc1ccccc1
  A: 0.9	B: -0.64	C: 1.2	D: -1.4	E: nt	F: nt	G: nt	H: -1.1	I: 1216	J: nt	K: nt	L: 0.59	M: 916	N: nt	O: 2	P: 718	Q: nt	R: nt	S: nt

CCOC(=O)C1(c2ccccc2)CCN(CC(=O)Nc2cccc3ccccc23)CC1
  A: -0.45	B: 0.27	C: -0.47	D: 0.43	E: -11%	F: i	G: -3	H: -1.0	I: 604	J: 45	K: 3	L: -0.5	M: 1245	N: 0.0%	O: -4	P: 754	Q: 3.0	R: 2.8	S: 11

CSc1ccc(C(=O)C(C)(C)N2CCOCC2)cc1
  A: 0.41	B: -0.26	C: 0.0056	D: -0.14	E: 0.1%	F: i	G: -7	H: nt	I: nt	J: -2	K: -15	L: 0.16	M: 1222	N: -1.1%	O: -7	P: 739	Q: 3.1	R: 2.9	S: 2.9

COc1ccc(NC2=NC(C)(C)CS2)cc1
  A: -0.45	B: -0.1	C: -0.13	D: 0.63	E: -3.1%	F: i	G: 16	H: -2.4	I: 1127	J: -3	K: 2	L: -1.2	M: 1642	N: -0.4%	O: 13	P: 678	Q: 3.2	R: 1.7	S: 4.2

O=C1NC(=O)C(CCc2ccncc2)(Cc2ccc(OCc3ccccc3)cc2)C(=O)N1
  A: -0.53	B: -0.2	C: -0.25	D: 0.093	E: nt	F: nt	G: nt	H: 0.6	I: 1329	J: nt	K: nt	L: -0.08	M: 1142	N: nt	O: 2	P: 707	Q: nt	R: nt	S: nt

O=C1NC(=O)C(=Cc2coc3ccc(O)cc3c2=O)C(=O)N1
  A: -0.44	B: -0.19	C: -0.25	D: -0.48	E: nt	F: nt	G: nt	H: -1.7	I: 1107	J: nt	K: nt	L: 0.3	M: 1269	N: nt	O: 9	P: 779	Q: nt	R: nt	S: nt

CC(=O)c1ccccc1NC(=O)C1C2CCC(O2)C1C(=O)O (stereo unspecified)
  A: -0.24	B: -0.057	C: 0.16	D: 0.26	E: -4.3%	F: i	G: 3	H: 1.1	I: 973	J: -11	K: -21	L: 0.51	M: 1187	N: -2.2%	O: -1	P: 714	Q: 3.7	R: 1.2	S: 51

O=C(CCCn1c(=O)[nH]c2cc(Cl)ccc2c1=O)N1CCC2(CC1)OCCO2
  A: -0.048	B: -0.16	C: 1.1	D: 0.0087	E: -5.2%	F: i	G: 0	H: -2.9	I: 550	J: -8	K: 1	L: -0.25	M: 1235	N: -0.2%	O: -6	P: 743	Q: 3.7	R: 2.8	S: 10

CC(=O)OC1(Cc2ccccc2)CN2CCC1c1ccccc12 (stereo unspecified)
  A: -0.84	B: 0.33	C: -0.16	D: 0.054	E: -15%	F: i	G: -5	H: -0.7	I: 1235	J: 4	K: 6	L: 0.75	M: 1305	N: -3.2%	O: nt	P: nt	Q: 4.3	R: 2.8	S: 2.6

C=C(C)CN1CC[C@]23c4c5ccc(O)c4O[C@H]2c2[nH]c4ccccc4c2C[C@@]3(O)C1C5
  A: nt	B: nt	C: nt	D: nt	E: -4.8%	F: nt	G: nt	H: 0.3	I: 1154	J: -6	K: 13	L: 0.11	M: 1393	N: -0.8%	O: -2	P: 686	Q: nt	R: nt	S: nt

CCOc1cc(C2NCc3ccccc3-n3cccc32)ccc1O (stereo unspecified)
  A: -0.84	B: -0.13	C: -0.37	D: 0.24	E: -1.4%	F: i	G: -2	H: -0.2	I: 870	J: -10	K: -5	L: -0.48	M: 1177	N: -0.3%	O: nt	P: nt	Q: 1.5	R: 1.5	S: 10

CCCc1c(C)nc(-c2ccc(C)cc2)nc1OC(=O)N(C)C
  A: -0.66	B: -0.23	C: 0.0041	D: 0.97	E: nt	F: nt	G: nt	H: 0.5	I: 1320	J: nt	K: nt	L: -0.02	M: 968	N: nt	O: 16	P: 808	Q: nt	R: nt	S: nt

O=C(c1ccc(N2CC3CC(C2)c2cccc(=O)n2C3)c([N+](=O)[O-])c1)N1CCCC1 (stereo unspecified)
  A: -0.53	B: -0.21	C: -0.57	D: 0.34	E: -4.0%	F: i	G: 15	H: -0.9	I: 1128	J: -6	K: 0	L: -0.3	M: 1184	N: -0.4%	O: 7	P: 665	Q: 2.5	R: 1.6	S: 0.2

CC(C)N1CCN(Cc2ccc3c(c2)OCCO3)CC1CCO (stereo unspecified)
  A: -0.29	B: -0.043	C: -0.13	D: -0.16	E: -6.6%	F: i	G: 8	H: 0.1	I: 982	J: -3	K: -10	L: nt	M: nt	N: -0.1%	O: 13	P: 748	Q: 1.2	R: 1.2	S: 1.7

# Another view of some results above.
Compound	Dynein cargo inh	Dynein cargo inh cytoplasmic EGFP	Dynein cargo inh nuclear GR-EGFP	Dynein cargo inh cell count	XIAP antagonists	Autophagy HCS	Autophagy HCS cell loss 18 h	bCat nuc transl	bCat nuc transl cell count 5 µM	WT yeast gro inh	WT yeast gro inh mutant strain	Ins promoter up	Ins promoter up cell count	ER stress rescue	Hep lipid drop	Hep lipid drop cells 6.5 µM	MT stabilize HCS	MT stabilize HCS Hoechst-high %	MT stabilize HCS cytotoxicity %
O=C(CCCn1c(=O)[nH]c2cc(Cl)ccc2c1=O)N1CCC2(CC1)OCCO2	-0.048	-0.16	1.1	0.0087	-5.2%	i	0	-2.9	550	-8	1	-0.25	1235	-0.2%	-6	743	3.7	2.8	10
CC(C)N1CCN(Cc2ccc3c(c2)OCCO3)CC1CCO (stereo unspecified)	-0.29	-0.043	-0.13	-0.16	-6.6%	i	8	0.1	982	-3	-10	nt	nt	-0.1%	13	748	1.2	1.2	1.7
O=C1NC(=O)C(CCc2ccncc2)(Cc2ccc(OCc3ccccc3)cc2)C(=O)N1	-0.53	-0.2	-0.25	0.093	nt	nt	nt	0.6	1329	nt	nt	-0.08	1142	nt	2	707	nt	nt	nt
O=C(c1ccc(N2CC3CC(C2)c2cccc(=O)n2C3)c([N+](=O)[O-])c1)N1CCCC1 (stereo unspecified)	-0.53	-0.21	-0.57	0.34	-4.0%	i	15	-0.9	1128	-6	0	-0.3	1184	-0.4%	7	665	2.5	1.6	0.2
